AMA1 RON2 block: AMA1-RON2 (P. falciparum) interaction inhibition. AlphaScreen AMA1-biotinylated RON2 peptide binding. Potency, µM (top dose mostly 58.2 µM), for inactives: at the top dose activity change, negative = inhibition, hits mostly inhibitors. actives 0.2% (n = 360,000);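 further: potency means the concentration at half of the fitted maximal effect; 0% = vehicle wells and -100% = peptide control; nearly all actives have a fitted effect of over 45% in size; some results filed as inactive show a strong effect at the top dose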
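AMA1 (3D7) with his tag at 25 nM final met compounds first, then biotinylated RON2 peptide at 25 nM; detection used donor plus acceptor beads, 10 µg/mL apiece, read by AlphaScreen after 30 min at room temperature.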
AmpC no deterg: inhibitors of E. coli AmpC beta-lactamase without detergent; P00811; AmpC nitrocefin hydrolysis, absorbance 480 nm, 0.0001% Triton; Potency, µM (highest dose often 57.1 µM), for inactives: top-dose activity change, negative = inhibition, usual class: inhibitors; actives 0.52% (n = 330,000); AID 485341;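 further: potency means the concentration at half of the fitted maximal effect; plate controls were no compound for no effect and no enzyme for full effect; nearly all actives have a fitted effect of over 20% in size; some results filed as inactive show a strong effect at the top dose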
Target sequence (P00811 whole entry, looked up): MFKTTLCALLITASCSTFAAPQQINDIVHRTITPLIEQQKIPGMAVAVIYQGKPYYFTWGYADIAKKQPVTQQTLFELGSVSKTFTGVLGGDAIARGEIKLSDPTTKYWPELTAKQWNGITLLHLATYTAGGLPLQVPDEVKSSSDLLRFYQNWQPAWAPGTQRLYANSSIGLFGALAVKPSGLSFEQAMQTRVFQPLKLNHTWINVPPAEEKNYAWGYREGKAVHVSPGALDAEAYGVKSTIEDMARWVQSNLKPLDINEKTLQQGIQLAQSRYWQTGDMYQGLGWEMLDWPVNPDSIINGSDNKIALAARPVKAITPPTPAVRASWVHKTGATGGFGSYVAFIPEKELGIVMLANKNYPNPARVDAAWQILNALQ
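20 mM phosphate pH 7.0 + 0.01% (detergent screen) or 0.0001% Triton X-100; 5.3 nM AmpC reagent; cpd preinc 15 min RT; nitrocefin (800 uM stock) to start; A480 q20 s × 4 min; Activity was normalised to no-enzyme and no-compound control wells.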
TbPYK inhibitor: inhibitors of Trypanosoma brucei pyruvate kinase | AID 624173 | actives 0.12% (n = 410,000) | Q57TT1 | TbPYK enzyme, Kinase-Glo Plus ATP luminescence, 45 min | Potency, µM (series often up to 76.8 µM), for the others: at the highest dose activity, negative = inhibition, actives largely listed as inhibitors; further: potency means the concentration at half of the fitted maximal effect; nearly all actives have a fitted effect of over 50% in size
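Readout: single end-point luminescence (Kinase-Glo Plus, 10 min). Reaction conditions were TbPYK/substrate plus 130 uM ADP, 45 min at RT, pH 7.2 TEA buffer. No-enzyme wells served as controls, and data were normalized before concentration-response fitting.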
AmpC inh detg: blocks E. coli AmpC beta-lactamase in detergent assay. Potency, µM (highest dose often 114 µM), without a hit: at the highest dose activity change, negative = inhibition, actives largely listed as inhibitors. AmpC hydrolysis of nitrocefin, absorbance 480 nm, 0.01% Triton. P00811. actives 0.041% (n = 370,000). AID 485294;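 further: potency means the concentration at half of the fitted maximal effect; 0% = no-compound wells and -100% = no-enzyme wells; nearly all actives have a fitted effect of over 25% in size; some results filed as inactive show a strong effect at the top dose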
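20 mM phosphate pH 7.0 + 0.01% (detergent screen) or 0.0001% Triton X-100; 5.3 nM AmpC reagent; cpd preinc 15 min RT; nitrocefin (800 uM stock) to start; A480 q20 s × 4 min; Activity was normalised to no-enzyme and no-compound control wells.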
Sm TGR inh: S. mansoni TGR enzyme inhibition. actives 3% (n = 360,000). Q962Y6. Potency, µM (titrated, usually from 114 µM), inactives show top-dose activity change, negative = inhibition, most hits filed as inhibitors. purified TGR, DTNB reduction, TNB absorbance 405 nm; further: potency means the concentration at half of the fitted maximal effect; nearly all actives have a fitted effect of over 60% in size
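TGR 20 nM + NADPH 100 uM (dispensed conc.), cpd preinc 15 min RT; start with NADPH (500 uM addition) then DTNB (15 mM addition). Kinetic TNB absorbance, 405 nm filter. Four-parameter Hill fit across titration.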
LmPK inhibitor: LmPK (Leishmania mexicana) enzyme inhibition | Q27686 | purified LmPK, Kinase-Glo ATP luminescence, 1 h | Potency, µM (titrated, usually from 57.5 µM), without a hit: at the top dose activity change, negative = inhibition, hits mostly inhibitors | actives 0.37% (n = 290,000) | AID 1721; further: potency means the concentration at half of the fitted maximal effect
Target sequence (Q27686 whole entry, looked up): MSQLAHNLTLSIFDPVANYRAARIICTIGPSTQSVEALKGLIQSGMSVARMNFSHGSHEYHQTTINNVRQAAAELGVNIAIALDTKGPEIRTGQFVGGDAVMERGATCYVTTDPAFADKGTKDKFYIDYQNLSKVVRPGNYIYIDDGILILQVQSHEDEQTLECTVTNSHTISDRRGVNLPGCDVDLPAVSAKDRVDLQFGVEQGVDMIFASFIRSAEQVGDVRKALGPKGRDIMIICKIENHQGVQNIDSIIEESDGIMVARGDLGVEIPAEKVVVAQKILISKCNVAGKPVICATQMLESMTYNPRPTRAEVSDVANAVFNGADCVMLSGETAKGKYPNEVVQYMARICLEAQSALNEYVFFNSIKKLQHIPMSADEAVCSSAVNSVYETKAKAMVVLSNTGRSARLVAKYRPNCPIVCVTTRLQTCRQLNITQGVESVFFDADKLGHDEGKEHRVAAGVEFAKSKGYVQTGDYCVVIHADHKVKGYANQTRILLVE
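In 50 mM imidazole pH 7.2 with 7 mM MgCl2, LmPK (0.1 nM) turned over PEP (0.5 mM) and ADP (0.1 mM) for 1 h at room temperature. Luciferase read-out of ATP.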
HCMV antiviral: human cytomegalovirus inhibition; HFF cells, HCMV-luciferase reporter, 72 h; active compounds read low; actives 4.5% (n = 410,000); activity change, negative = inhibition, % at 57.5 µM; in the data active means activity change below about -60%; inconclusive means no clear call, values can overlap the other calls; inactive means above about -39%
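Screen run at 2 compound doses on HFFs infected with reporter HCMV, MOI 1 PFU/cell. Luciferase activity from cell lysates at 72 h post infection gave inhibition relative to buffer-only and Salinomycin wells.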
An asterisk follows results filed as active; ? = inconclusive; . = no result given; [ ] = another dose, or the depositor's remark. Unless noted, the call rests on the fitted dose curve; in most records, active means well fitted curve in the direction sought with a large enough effect; inconclusive means small, poorly fitted or top-dose-only effect, or another doubt; inactive means no such curve, though single readings can be large; an effect the other way counts as inactive or inconclusive. Unless noted, on the % scale 0 is the no-effect control and ±100 the full control effect.

structure	AmpC inh detg	AMA1 RON2 block	Sm TGR inh	LmPK inhibitor	TbPYK inhibitor	HCMV antiviral	AmpC no deterg
Clc1ccc(Oc2cnc3ccccc3n2)cc1	-10.8%	6.7%	1.4%	-3.3%	-4.2%	-22.7	-15.1%
Cc1ccc(OCC(=O)NNC(=O)CCC(=O)Nc2ccc(C)cc2C)cc1	-16.0%	15.1%	0.0%	6.3%	0.5%	-39.6	-3.5%
Cc1cc(N2CCCC(C(=O)Nc3cccc(Cl)c3)C2)n2ncnc2n1 (stereo not given)	4.7%	-8.8%	0.5%	4.7%	-0.2%	37.6	61.6%[activator]
CCCCCC(=C/c1ccccc1)/C=N/Nc1ccc(S(=O)(=O)N2CCOCC2)cc1[N+](=O)[O-]	.	-18.3%	.	.	1.0%	4.9	.
CCCc1nnc(SCC(=O)Nc2nnc(CC)s2)n1CC1CCCO1 (stereo not given)	-12.8%	1.9%	-0.9%	-12.2%	-5.2%	-16.8	-14.3%
O=C(CCCc1ccccc1)NCCS(=O)(=O)N1CCN(c2ccccc2F)CC1	-8.9%	-10.7%	1.0%	.	-13.6%	9.3	52.9%
CC(=O)C1=C(C)NC(SCC(=O)Nc2nc3ccccc3s2)=C(C#N)C1c1ccc(Cl)cc1 (stereo not given)	-1.6%	8.4%	-12.6%	-2.6%	-19.3%	-10.8	-19.5%
O=C(COC(=O)CCSc1ccc(Cl)cc1)Nc1ccc(F)cc1	?	28.9%	-11.5%	-3.2%	-5.3%	9.6	-8.8%
Cc1ccn2c(Nc3ccc4c(c3)OCO4)c(-c3ccco3)nc2c1	21.8%	.	-25.1%	.	-10.7%	50.5	.
COc1ccc(C2c3[nH]c4ccccc4c3CCN2C(=O)c2cn3ccccc3n2)c(F)c1 (stereo not given)	-2.5%	-3.4%	5.4%	0.1%	0.4%	1.8	44.0%
O=C(CCN(CCO)Cc1ccccc1)Nc1ccc(Br)cc1	?	0.5%	0.0%	5.9%	-0.6%	-3.9	28.0%
CN1CCN(C2CN(Cc3cn(Cc4cccc(Cl)c4)nn3)S(=O)(=O)C2)CC1 (stereo not given)	.	-2.1%	.	.	-2.7%	-12.5	.
O=C(NCc1ccccc1)C12CC3CC(CC(Br)(C3)C1)C2	?	-9.9%	8.6%	2.8%	3.2%	-25.1	-22.1%
COc1cc2[nH]c(=S)n(CCN3CCCCC3C)c(=O)c2cc1OC (stereo not given)	-10.8%	45.4%[activator]	1.5%	1.6%	-5.0%	-75.7*	-27.8%
O=C(NCc1ccc(F)cc1)c1cnc2n(c1=O)CCS2	?	1.8%	2.0%	-1.4%	1.0%	37.7	-10.6%
C[C@@H](C(=O)NCc1ccc(S(C)(=O)=O)cc1)[C@H]1C[C@]1(C)[C@H](NC(=O)OCc1ccccc1)c1ccccc1	?	-4.2%	-1.7%	0.9%	-0.6%	18.2	153.8%[activator]
O=S(=O)(Nc1cccc(Cl)c1)c1ccc2oc(=S)[nH]c2c1	-3.9%	56.1%[activator]	-3.6%	8.0%	?	-22.5	-29.0%
Cc1ccc2nc(SC(C)C(=O)N3CCOCC3)[nH]c2c1 (stereo not given)	-7.8%	4.5%	3.0%	1.2%	-6.1%	64.0	-15.7%
CNC(=O)c1cc2cc(Cl)cc(OC)c2oc1=O	.	-7.9%	.	.	-13.7%	52.4	.
COC(CNC(=O)c1cccnc1)OC	-3.6%	-6.8%	-0.7%	-4.6%	0.4%	-61.7*	4.9%
CCOC(=O)Cc1csc(NC(=O)c2ccc(OC)c(OC)c2)n1	2.8%	10.1%	0.0%	-1.1%	-0.3%	-4.4	-7.3%
O=C(NNC(=O)OCc1ccccc1)OCc1ccccc1	.	-3.0%	.	.	-3.3%	-98.9*	.
Cc1ccc(S(=O)(=O)N(CC(=O)NCCC2=CCCCC2)Cc2ccccc2F)cc1	?	5.9%	-19.0%	-1.1%	1.9%	-21.2	21.4%
O=c1c(/C=N/O)c(Nc2ccccc2)nc2ccccn12	-3.4%	8.7%	7.1%	5.0%	-7.0%	?	3.2%
Cc1cc(OCC(O)CN2CCCC2)cc(C)c1Cl (stereo not given)	2.0%	2.0%	10.2%	-13.8%	5.9%	-13.8	2.3%
N#Cc1c2c(c(=S)n(-c3ccccc3)c1N)CCCC2	?	-0.2%	39.8µM*	0.3%	0.9%	27.6	-20.7%
CC(C)[C@H](NC(=O)NCCC1=CCCCC1)C(=O)O	0.8%	-4.9%	0.2%	3.4%	1.5%	-35.4	-4.2%
O=C(COC(=O)C1CC(=O)N(C2CCCCC2)C1)c1ccc(F)cc1 (stereo not given)	-4.9%	-19.6%	-13.0%	-0.1%	-3.0%	11.6	42.1%
CCSc1nnc(NC(=O)c2cccs2)s1	?	-8.6%	2.5%	-12.1%	12.0%	-4.6	-29.3%
O=C(c1coc2ccc(O)c(CN3CCOCC3)c12)C1CC1	-8.7%	-1.1%	-6.5%	-1.9%	0.4%	27.2	-4.1%

Three structures out of the list, sorted by number of heavy atoms, ascending.
structure	AmpC inh detg	AMA1 RON2 block	Sm TGR inh	LmPK inhibitor	TbPYK inhibitor	HCMV antiviral	AmpC no deterg
O=S(=O)(Nc1cccc(Cl)c1)c1ccc2oc(=S)[nH]c2c1	-3.9%	56.1%[activator]	-3.6%	8.0%	?	-22.5	-29.0%
COc1cc2[nH]c(=S)n(CCN3CCCCC3C)c(=O)c2cc1OC (stereo not given)	-10.8%	45.4%[activator]	1.5%	1.6%	-5.0%	-75.7*	-27.8%
C[C@@H](C(=O)NCc1ccc(S(C)(=O)=O)cc1)[C@H]1C[C@]1(C)[C@H](NC(=O)OCc1ccccc1)c1ccccc1	?	-4.2%	-1.7%	0.9%	-0.6%	18.2	153.8%[activator]

The results go on:
structure	AmpC inh detg	AMA1 RON2 block	Sm TGR inh	LmPK inhibitor	TbPYK inhibitor	HCMV antiviral	AmpC no deterg
CCNc1nc(NC(C)C)nc(NS(=O)(=O)c2ccc(N)cc2)n1	1.4%	-3.8%	8.7%	0.8%	6.5%	-18.9	-16.2%
CCN(CC)S(=O)(=O)c1ccc(N2CCOCC2)c(NC(=O)c2ccco2)c1	.	5.0%	.	.	-0.6%	4.9	24.0%
Cc1noc(C)c1CSc1nc2sc3c(c2c(=O)n1C)CCCC3	?	-10.1%	7.6%	0.1%	-1.6%	?	-11.6%
Nn1c(SCC(=O)Nc2ccccc2)nnc1C1CCCCC1	-11.1%	9.8%	-0.1%	.	-2.1%	-22.3	-21.8%
CC(=O)N1c2ccc(S(=O)(=O)N(C)C3CCCCC3)cc2CC1C (stereo not given)	1.6%	1.8%	4.0%	5.5%	-2.3%	-22.9	46.4%
COc1ccc(N2CCN(C(=O)C(=O)c3cn(CC(=O)N4CCOCC4)c4ccccc34)CC2)cc1	-0.9%	-3.2%	-13.3%	-8.2%	1.4%	24.8	177.8%[activator]
O=C(Nc1ccc(Cl)c(-c2nc3ccccc3o2)c1)c1cccc2c(Cl)cccc12	-0.4%	.	7.8%	.	10.7%	19.1	.
COc1cc(C)c(Br)cc1S(=O)(=O)N1CCOCC1	?	-6.4%	-2.3%	2.2%	-6.5%	-17.5	1.0%
COCCCNc1ncnc2c1cnn2-c1ccc(C)cc1C	?	-1.7%	14.9%	-1.6%	17.3%	.	-15.4%
CC(=O)N1CCN(Cc2nc3ccc(Cl)cc3n2CCO)CC1	-5.2%	13.0%	5.7%	-0.8%	-4.8%	148.9	-17.1%
COc1cc(OC)c2c(-c3cccc(-c4sccc4C(C)=O)c3)cc(=O)oc2c1	.	-5.8%	.	.	2.4%	-78.6*	-5.6%
NS(=O)(=O)c1ccc(CCNC(=O)c2ccc(NC3=NC4CS(=O)(=O)CC4S3)cc2)cc1 (stereo not given)	8.6%	8.1%	5.3%	-1.8%	-5.6%	.	-16.3%
O=C(CCCc1nc2ccccc2s1)NCc1ccccc1F	?	-9.9%	-0.8%	3.2%	7.6%	-34.2	-0.4%
O=C(c1ccc(F)cc1)N1CCN2C(=O)c3ccccc3C12c1ccccc1 (stereo not given)	-2.4%	-1.0%	-6.9%	5.9%	-13.1%	34.3	4.0%
CCOCC(=O)Nc1ccc(S(=O)(=O)NCCc2ccccc2)cc1	6.5%	-2.6%	4.5%	-0.1%	3.3%	-22.7	.
O=C(NCc1ccccc1)C(=O)NCC(c1cccs1)S(=O)(=O)c1ccccc1 (stereo not given)	1.1%	.	1.9%	.	-1.4%	-7.3	.
CC1=C(C(=O)N(C(C)C)C(C)C)CC(CC(=O)NCCc2ccccn2)C(=O)N1Cc1ccc(C(C)(C)C)cc1 (stereo not given)	.	0.8%	.	.	-0.5%	-8.5	.
Cc1ccc(S(=O)(=O)NNC2=NS(=O)(=O)c3ccccc32)c(C)c1	-4.0%	48.7%[activator]	-7.0%	-10.5%	-0.4%	-2.5	-36.1%
c1nc2n(n1)C1=C(CCCC1)C1(CCCCC1)N2	?	3.2%	8.6%	10.6%	-0.5%	-21.1	-5.8%
CN(C)c1ccc(N/C(N)=N/c2nc(C(F)(F)F)cc(C(F)(F)F)n2)cc1	16.0%	4.0%	-4.3%	0.8%	-5.0%	-39.0	-17.3%
Cc1csc(Sc2nc3c(c(=O)[nH]c(=O)n3C)n2CCCc2ccccc2)n1	-12.1%	4.6%	1.5%	0.4%	0.3%	11.1	96.2%[activator]
Cc1ccc(/C=N/NS(=O)(=O)c2ccccc2)o1	?	-2.4%	-12.8%	-1.2%	-5.6%	-37.9	-6.6%
COc1ccc(CN(Cc2ccco2)c2cnc(S(C)(=O)=O)nc2C(=O)Nc2ccc(C)c(Cl)c2)cc1	-5.4%	.	2.4%	.	-3.5%	-1.5	.
Nc1c(S(=O)(=O)c2cccs2)c2nc3ccccc3nc2n1Cc1cccs1	-8.9%	-0.6%	9.9%	-1.1%	-2.2%	.	-44.7%
CCOC(=O)C1=C(C)NC(=O)NC1c1c(OC)ccc2ccccc12 (stereo not given)	-21.1%	1.5%	3.0%	-4.7%	-1.8%	8.9	-9.3%
FC(F)(F)c1cccc(NC(=S)NCCc2ccccn2)c1	-6.6%	1.4%	-0.5%	0.7%	-20.9%	-29.7	-38.0%

Compound activity (PubChem BioAssay)

This is a random part of the collection. Share with any hit: about 7.4%.
